ATG4B inh – ATG4B (human) cysteine protease inhibition | Q9Y4P1 | ATG4B cleavage of LC3-PLA2, NBD-HPC fluorescence, 1 h | inhibition, % at 8.33 µM | 340,000 tested, 0.51% active; in the data active means inhibition above about 40%
PfG6PD inh – PfG6PD (Plasmodium falciparum) enzyme inhibition. PfGluPho enzyme, NADPH resazurin-diaphorase fluorescence. inhibition, % at 20 µM. 350,000 tested, 0.78% active;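 active means inhibition reaching at least a set limit at 20 µM in the primary screen, cut at about 59% in these data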;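 further: 0% = DMSO wells with substrate and 100% = DMSO wells lacking glucose-6-phosphate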
SENP8 block – inhibitors of human SENP8 protease. Q96LD8. recombinant SENP8, Nedd8 substrate fluorescence. inhibition, % at 20 µM. 360,000 tested, 0.64% active. AID 602440; in the data active means inhibition mostly above about 40%, no sharp cut-off; inactive means mostly below about 27%
MPTP inh – inhibitors of mitochondrial permeability transition pore. inhibition, % at 10 µM. 360,000 tested, 1.4% active. AID 602449. isolated mouse mitochondria, Ca2+ swelling absorbance, 30 min;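 active means inhibition of 50% or more, scaled per plate between neutral and stimulator controls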;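 further: 0% = DMSO wells given calcium and 100% = 1 mM EGTA wells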
SENP6 inh – SENP6 protease inhibition; Recombinant SENP6 catalytic domain, aminoluciferin luminescence; 330,000 tested, 1.8% active; inhibition, % at 10 µM; Q9GZR1;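 active means inhibition above about 50% at the single tested dose, limit read from the data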;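 further: plate controls were DMSO wells with enzyme for no effect and DMSO wells lacking enzyme for full effect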
HKDC1 inh – HKDC1 (human) hexokinase inhibition | 340,000 tested, 0.16% active | recombinant HKDC1, G6PDH/diaphorase resazurin coupled fluorescence | Q2TB90 | inhibition, % at 20 µM;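 active means inhibition above about 35% when tested at 20 µM, limit read from the data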;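 further: plate controls were DMSO wells with enzyme for no effect and DMSO wells lacking enzyme for full effect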
Target sequence (Q2TB90 whole entry, looked up): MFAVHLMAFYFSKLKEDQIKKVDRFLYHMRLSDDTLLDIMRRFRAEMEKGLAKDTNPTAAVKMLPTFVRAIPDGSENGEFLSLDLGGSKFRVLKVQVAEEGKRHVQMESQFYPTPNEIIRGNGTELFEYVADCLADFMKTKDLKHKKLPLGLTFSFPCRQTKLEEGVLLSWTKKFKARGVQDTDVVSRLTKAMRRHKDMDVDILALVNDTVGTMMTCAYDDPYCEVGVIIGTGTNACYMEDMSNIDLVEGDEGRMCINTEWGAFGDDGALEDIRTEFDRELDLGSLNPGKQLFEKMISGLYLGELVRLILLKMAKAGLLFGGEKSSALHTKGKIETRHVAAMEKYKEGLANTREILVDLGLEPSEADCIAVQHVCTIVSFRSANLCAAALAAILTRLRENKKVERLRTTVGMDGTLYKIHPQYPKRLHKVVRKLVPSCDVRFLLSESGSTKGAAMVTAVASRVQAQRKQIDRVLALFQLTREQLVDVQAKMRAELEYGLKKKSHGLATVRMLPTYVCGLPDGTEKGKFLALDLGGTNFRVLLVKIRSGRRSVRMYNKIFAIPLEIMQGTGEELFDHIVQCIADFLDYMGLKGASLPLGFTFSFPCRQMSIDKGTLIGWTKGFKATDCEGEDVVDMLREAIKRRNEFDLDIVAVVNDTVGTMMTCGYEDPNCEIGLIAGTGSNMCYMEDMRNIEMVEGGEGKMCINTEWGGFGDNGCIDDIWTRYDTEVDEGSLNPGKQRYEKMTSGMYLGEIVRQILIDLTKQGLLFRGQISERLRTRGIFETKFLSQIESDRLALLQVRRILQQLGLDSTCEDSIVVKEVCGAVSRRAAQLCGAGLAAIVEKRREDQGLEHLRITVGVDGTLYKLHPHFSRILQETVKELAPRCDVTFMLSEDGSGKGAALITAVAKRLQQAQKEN
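Assay system: recombinant HKDC1 hexokinase; detection: coupled resazurin fluorescence, excitation 525 nm, emission 613 nm; benchmarks: DMSO-plus-enzyme-mix negative control, buffer-substituted positive control; compound dosing: single 20 µM dose; schedule: 90 min at room temperature in dark; also added: glucose plus 1 mM ATP as hexokinase substrates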
NR3A LBD binder – modulates the human NR3A ligand-binding domain | NR3A LBD differential scanning fluorimetry, Tm shift; 0% = protein alone, 100% = glycine-bound protein | Tm shift relative to glycine control, % at 25 µM | 340,000 tested, 2.5% active | AID 1259313;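 active means melting temperature shift of at least 10% of the positive control shift, at one fixed dose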
SENP7 inh – inhibitors of human SENP7 protease | 330,000 tested, 1.5% active | recombinant SENP7, Z-RLRGG-aminoluciferin luminescence, 40 min | inhibition, % at 5 µM | Q9BQF6;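 active means inhibition above about 50% at the single test dose, limit read from the data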;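 further: plate controls were DMSO with enzyme for no effect and no enzyme buffer wells for full effect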
* hit, by the source's call; nt = no result given. This is a random part of the collection (roughly 6.9% active in at least one column).

SMILES | ATG4B inh | PfG6PD inh | SENP8 block | MPTP inh | SENP6 inh | HKDC1 inh | NR3A LBD binder | SENP7 inh
CC12CC3(C)CC(C)(C1)CC(C(=O)NC(=S)N1CCCC1)(C2)C3 | 17 | -2 | 3 | -1.1 | -14 | 2 | -3 | -12
COc1ccc(/C=C/C(=O)OCc2cc(=O)n3c(n2)sc2ccccc23)cc1 | 3 | 0 | -24 | -13 | -25 | -9 | -4 | -5
CCN(c1ccccc1)S(=O)(=O)c1cccc(C(=O)NCCN2CCOCC2)c1 | 1 | 10 | 10 | -1.9 | -13 | -8 | 0 | -1
Cn1c(=O)c2c(nc(N/N=C/c3ccncc3)n2Cc2ccccc2)n(C)c1=O | -9 | 12 | -35 | 1.5 | 3 | 1 | 0 | -2
Cn1c(=O)c2c(SCC(=O)Nc3nccs3)nc(C3CC3)nc2n(C)c1=O | -1 | 3 | 7 | 3.8 | -16 | -3 | -3 | 6
COc1ccccc1NC(=S)NC(NC(=O)c1ccco1)C(Cl)(Cl)Cl (stereo not drawn) | 4 | -5 | 19 | -2.2 | -1 | -1 | -4 | 6
CC[C@H]1C/C=C\Cc2ccccc2[C@H](C(=O)C[C@@H](O)CC(C)=O)OC1=O | nt | 16 | 7 | 0.3 | -19 | -4 | 1 | 7
CCCn1c(N)c(N(CCOC)C(=O)c2ccc(-c3ccc(Cl)cc3)o2)c(=O)[nH]c1=O | 4 | -2 | -67 | -1.4 | -4 | -3 | -2 | 3
COc1ccc2c(C)cc(SCC(=O)Nc3cc(C(N)=O)cc(C(N)=O)c3)nc2c1 | -3 | 29 | -32 | -0.1 | -1 | 17 | 1 | 1
O=C(NCc1ccc(Cl)cc1)c1cc(-c2cccs2)on1 | 22 | 6 | 12 | -1.0 | -24 | -5 | -1 | 4
CC1=NNC(=O)C1CC(=O)N/N=C(/C)c1cccc([N+](=O)[O-])c1 (stereo not drawn) | 4 | 2 | -4 | -0.6 | -4 | -5 | 2 | -14
COc1cc(/C=N/NC(=O)c2ccc(NC(=O)C3CC3)cc2)ccc1OC(C)=O | -2 | 0 | -19 | -1.0 | 2 | -2 | 7 | -8
Cc1cc(NC(=O)c2ccc(F)cc2)n(-c2ccccn2)n1 | 2 | 1 | 11 | 1.3 | -23 | 6 | -2 | 6
CCCCn1c(C(C)O)nc2ccccc21 (stereo not drawn) | -10 | 6 | 12 | 0.8 | -10 | -1 | 4 | -3
Cc1cnc(CNC(=O)C2CCC(=O)N(CCc3cccc(F)c3)C2)[nH]1 (stereo not drawn) | 0 | 1 | 11 | -0.5 | -10 | -8 | 0 | 11
CC(C)(C)c1ccc(C(=O)N/N=C2\C3CN4CCN(C3)CC2(c2ccccc2)C4)cc1 | 4 | -8 | 22 | 12 | -2 | -2 | -7 | 7
CCOC(=O)C1=C(c2ccccc2)NC(=O)NC1c1ccc(N(C)C)cc1 (stereo not drawn) | -11 | 14 | 5 | 0.5 | -5 | -1 | 3 | -3
CCC1CCCCN1CCCNC(=O)C1CCN(S(=O)(=O)N2CCC3(CC2)OCCO3)CC1 (stereo not drawn) | -1 | 15 | -4 | -1.2 | 6 | -6 | 0 | 1
COCCN1C=C(C(=O)OC)C(c2ccc(Cl)cc2)C(C(=O)OC)=C1 | -5 | 13 | -383 | 1.1 | -10 | -6 | -2 | 2
CC(C)=NNc1cc([N+](=O)[O-])cc2c1C(=O)N(C)S2=O (stereo not drawn) | -1 | 22 | 2 | 3.1 | 2 | -8 | 1 | -1
Cn1ccnc1CN1CCN(C(=O)c2cc(COc3ccc(F)c(F)c3)on2)CC1 | -1 | 4 | -4 | 0.4 | -8 | -7 | -7 | -1
C#CCOCCOCCOCCNc1nc(N2CCN(C(=O)[C@H](CCCCN)n3cc(CN)nn3)CC2)nc(N2CCN(C(=O)[C@H](CCCCN)n3cc([C@@H](N)CC(N)=O)nn3)CC2)n1 | -8 | 23 | 40* | -2.3 | nt | 11 | 4 | nt
CN(Cc1cnccn1)C(=O)CC1C(=O)NCCN1CC(c1ccccc1)c1ccccc1 (stereo not drawn) | -13 | 4 | -46 | 0.3 | 0 | 7 | -1 | 5
CCC(=O)c1ccc(OCC(=O)Nc2ccc(S(=O)(=O)Nc3cc(C)nc(C)n3)cc2)cc1 | -3 | -21 | 7 | -1.4 | -22 | -3 | -1 | -9
CC1CC(C)CN(C(=O)CCCNC(=O)c2ccc(Cl)cc2)C1 (stereo not drawn) | 1 | -6 | 4 | 0.3 | 0 | -3 | -1 | 9
COCC(=O)Nc1cc(C)cn(Cc2ccccc2Cl)c1=O | -8 | -8 | -285 | -0.6 | 9 | -2 | 3 | 8
CCOc1ccc(CN2C(=O)c3ccccc3Sc3ccc(C(=O)NCCCN4CCOCC4)cc32)cc1 | 1 | -6 | 10 | -2.4 | -21 | -1 | -4 | -5
CCOC(=O)CC(=O)CSc1nc(-c2cccnc2)ccc1C#N | -7 | -6 | -266 | -0.4 | -3 | 9 | 0 | -7
O=C(NNC(=O)c1ccccc1Br)c1ccc(SCC2CCCO2)c([N+](=O)[O-])c1 (stereo not drawn) | 5 | -20 | 18 | -0.7 | -8 | 14 | -1 | -7
Cc1ccc(N2C(=O)C3CCC(C)(C2=O)C3(C)C)cc1C (stereo not drawn) | -1 | 1 | 15 | 1.0 | -2 | 0 | -1 | 14
CCOC(=O)c1sc(N2C(=O)C(O)=C(C(=O)c3ccco3)C2c2cccc([N+](=O)[O-])c2)nc1C (stereo not drawn) | 12 | -16 | -2 | 4.3 | nt | 4 | -2 | nt
O=C(O)CN1CCN(CC(=O)O)CCN(CC(=O)O)CCN(CC(=O)O)CC1 | -7 | -7 | -2 | -2.4 | 1 | -1 | 2 | 12
Cc1ccccc1OCc1nnc2n1CC(C)S2 (stereo not drawn) | -2 | 6 | 6 | -1.1 | -6 | -3 | 1 | 9
Cc1ccccc1N1CCN(C2CCCN(C(=O)CCC(F)(F)F)C2)CC1 (stereo not drawn) | 8 | -6 | 11 | -1.0 | -2 | -4 | -2 | -4
O=C(NNC(=S)NC(=O)c1ccco1)c1ccc(F)cc1 | -3 | -8 | 13 | 0.3 | -17 | 0 | 2 | 8
CCc1ccccc1NC(=O)C1CCCN(c2nn3c(=O)cc(C)nc3s2)C1 (stereo not drawn) | -7 | 12 | 12 | -0.4 | 4 | -4 | 2 | -7
Cc1ccc(S(=O)(=O)CCC(=O)OCC(=O)c2cc(C)n(C)c2C)cc1 | -6 | 4 | 0 | -1.3 | -13 | -1 | 1 | 3
Cc1ccc(Nc2ccc(C(=O)N3CCCC3)cn2)c(C)c1 | -7 | 3 | -32 | -1.1 | 11 | 3 | 3 | 2
COc1cc(/C=C/C(=O)Nc2ccc(OC)c(S(=O)(=O)N3CCOCC3)c2)ccc1OCC#N | -6 | -2 | -6 | 0.5 | 3 | 6 | -1 | 2
Cn1nc(C(=O)N2CCN(c3ccccc3F)CC2)c2c1-c1ccccc1S(=O)(=O)C2 | 5 | -10 | -3 | 3.2 | 9 | -6 | 0 | 15
Cc1ccccc1C(=O)NC1CCN(C(=O)NCc2ccccc2)CC1 | 9 | -16 | 7 | 0.9 | -12 | 1 | 0 | -9
COc1ccccc1-c1csc2ncnc(Sc3nnnn3C)c12 | -7 | -11 | -1 | -0.2 | 4 | 3 | -1 | -7
CCOc1ncccc1C(=O)NCc1ccccc1F | 0 | 5 | 24 | 0.6 | -4 | -3 | 0 | 5
S=C1NCN(Cc2ccco2)CN1Cc1ccco1 | -3 | 0 | 30 | 1.2 | -1 | -2 | 1 | 2
COc1ccc(CCNC(=O)COC(=O)/C=C/c2ccc3c(c2)OCO3)cc1 | -6 | 9 | -427 | -2.2 | 11 | -6 | 6 | 1
CN(C)/C=C(/C(=O)c1ccc(Cl)c(Cl)c1)c1nnnn1-c1ccccc1 | 3 | 8 | 9 | 4.2 | -11 | -6 | 0 | 14
COCCNC(=S)N/N=C(\C)c1ccc(C)c([N+](=O)[O-])c1 | -5 | -3 | 20 | -1.0 | -6 | -5 | 2 | 9
Cc1cc(C)n(C(=O)c2cc3c(s2)CCCC3)n1 | 0 | -5 | 2 | -3.7 | 42 | -3 | -1 | 12
COc1ccc(CNCCSc2nnnn2C)cc1OC | -5 | 16 | 6 | -0.2 | -5 | -10 | -1 | 7
CS(=O)(=O)N(CC(=O)Nc1ccc2c(c1)OCO2)Cc1ccccc1 | 0 | 1 | -4 | 0.0 | 20 | -9 | 1 | 0
CCOc1cc(/C=N\NC(=O)c2ccc(C)nc2)cc([N+](=O)[O-])c1O | -5 | 6 | 20 | -0.4 | 2 | -9 | -1 | -1
CCOc1ccccc1CN1CCC(n2nccc2NC(=O)C2CCCC2)CC1 | 4 | 1 | 6 | -0.6 | -13 | -6 | -2 | -9
Cc1ccc2nc(CCl)[n+]([O-])c(-c3ccccc3)c2c1 | 6 | 32 | 15 | 0.0 | 5 | 9 | 0 | 7
Cc1ccc(C(=O)CSc2nnc(-c3ccco3)n2Cc2ccccc2)cc1 | 19 | 35 | 10 | -1.5 | -4 | 3 | 4 | 8
CCC(=O)Nc1ccc(S(=O)(=O)Nc2ncccn2)cc1 | -8 | 20 | -4 | 2.0 | -4 | 0 | -1 | -6
COC(=O)C(C)N1CCC(=O)c2ccccc2S1(=O)=O (stereo not drawn) | -3 | -2 | 13 | -1.2 | -6 | -2 | -1 | 6

Among those listed so far, seven have an aryl thioether with sulfur outside any ring:
SMILES | ATG4B inh | PfG6PD inh | SENP8 block | MPTP inh | SENP6 inh | HKDC1 inh | NR3A LBD binder | SENP7 inh
Cn1c(=O)c2c(SCC(=O)Nc3nccs3)nc(C3CC3)nc2n(C)c1=O | -1 | 3 | 7 | 3.8 | -16 | -3 | -3 | 6
COc1ccc2c(C)cc(SCC(=O)Nc3cc(C(N)=O)cc(C(N)=O)c3)nc2c1 | -3 | 29 | -32 | -0.1 | -1 | 17 | 1 | 1
CCOC(=O)CC(=O)CSc1nc(-c2cccnc2)ccc1C#N | -7 | -6 | -266 | -0.4 | -3 | 9 | 0 | -7
O=C(NNC(=O)c1ccccc1Br)c1ccc(SCC2CCCO2)c([N+](=O)[O-])c1 (stereo not drawn) | 5 | -20 | 18 | -0.7 | -8 | 14 | -1 | -7
COc1ccccc1-c1csc2ncnc(Sc3nnnn3C)c12 | -7 | -11 | -1 | -0.2 | 4 | 3 | -1 | -7
COc1ccc(CNCCSc2nnnn2C)cc1OC | -5 | 16 | 6 | -0.2 | -5 | -10 | -1 | 7
Cc1ccc(C(=O)CSc2nnc(-c3ccco3)n2Cc2ccccc2)cc1 | 19 | 35 | 10 | -1.5 | -4 | 3 | 4 | 8

Rewritten as labelled records: part of the list above
CCOc1cc(/C=N\NC(=O)c2ccc(C)nc2)cc([N+](=O)[O-])c1O
  ATG4B inh: -5
  PfG6PD inh: 6
  SENP8 block: 20
  MPTP inh: -0.4
  SENP6 inh: 2
  HKDC1 inh: -9
  NR3A LBD binder: -1
  SENP7 inh: -1
COc1ccc(CNCCSc2nnnn2C)cc1OC
  ATG4B inh: -5
  PfG6PD inh: 16
  SENP8 block: 6
  MPTP inh: -0.2
  SENP6 inh: -5
  HKDC1 inh: -10
  NR3A LBD binder: -1
  SENP7 inh: 7

From PubChem BioAssay
